# VEEV TC-83 Vero: inhibitors of VEEV TC-83 cytopathic effect, confirmation, Vero cells (AID 588727) | Vero cells, VEEV TC-83 cytopathic effect inhibition; higher % means a stronger effect | inhibition, % at 20 µM; hits with a dose series show IC50 in µM | hit rate 0.13% among 350,000; in the data active = a potency from the dose series; inconclusive = inhibition mostly from about 14% at the one dose, without a potency; inactive = the rest, 99 in 100 with inhibition below about 12%; also: strong numbers were not always called active
# The depositor's hits bear a star; i = inactive; ? = inconclusive. Some of the compounds tested. The share of hits here may be higher or lower than overall.
1) COc1ccc(C(CC(=O)c2ccc3c(c2)OCO3)c2c(O)c3ccccc3oc2=O)cc1OC (configuration not stated)
  VEEV TC-83 Vero: i
2) O=Nc1ccc(NO)c2ccccc12
  VEEV TC-83 Vero: 3.6%
3) O=S1c2ccccc2-c2ccccc21
  VEEV TC-83 Vero: 3.8%
4) CN(CC1COc2ccccc2O1)C(=O)CCNS(=O)(=O)c1ccc(F)c(Cl)c1 (configuration not stated)
  VEEV TC-83 Vero: 1.9%
5) C[C@@H]1CN([C@@H](C)CO)C(=O)CCCn2nncc2CO[C@H]1CN(C)S(=O)(=O)c1ccc(-c2ccccc2)cc1
  VEEV TC-83 Vero: i
6) CCCCN1C(=O)C(CC(=O)NC2CCCCC2)CC(C(=O)N(C)C)=C1C (configuration not stated)
  VEEV TC-83 Vero: 1.0%
7) O=S(=O)(NC1CCc2ccccc21)c1ccccc1 (configuration not stated)
  VEEV TC-83 Vero: 0.4%
8) COc1cccc(CN2CC(C(=O)N3CCSCC3)CCC2=O)c1 (configuration not stated)
  VEEV TC-83 Vero: 0.6%
9) CC(C)=CCCC(C)=CCN1C(=O)CN(C)C1=O
  VEEV TC-83 Vero: 0.7%
10) C[C@@H]1CN([C@H](C)CO)S(=O)(=O)c2ccc(C#Cc3cccc(F)c3)cc2O[C@@H]1CN(C)C(=O)CN1CCOCC1
  VEEV TC-83 Vero: 5.3%

11) CCOC(=O)CN1CCC(C2(c3cc4ccccc4[nH]3)OCCO2)CC1
  VEEV TC-83 Vero: i
12) Cc1cc(C(=O)COC(=O)Cc2c(F)cccc2Cl)c(C)n1C
  VEEV TC-83 Vero: i
13) COc1ccc(C(C)(C)C)cc1NC(=O)CN(C)C1=NS(=O)(=O)c2ccccc21
  VEEV TC-83 Vero: 1.3%
14) CC(=O)N(CC#CCN(C(C)=O)c1ccccc1)c1ccccc1
  VEEV TC-83 Vero: 3.5%
15) Cc1ccccc1CN1C[C@H]2CON(C)[C@H]2C[C@H]1c1cccc(Br)c1
  VEEV TC-83 Vero: 0.5%
16) Cc1cccc(C)c1NC(=O)CN(c1c(C)cccc1C)S(C)(=O)=O
  VEEV TC-83 Vero: i
17) C[C@H]1CN([C@@H](C)CO)S(=O)(=O)c2ccc(Br)cc2O[C@@H]1CN(C)Cc1cccc(F)c1
  VEEV TC-83 Vero: 39%
18) O=C1C2CCN(CC2)C1(CO)CO
  VEEV TC-83 Vero: i
19) CCC(C)C(=O)C(=O)N1CCC(n2nccc2NC(=O)CCOc2ccccc2)CC1 (configuration not stated)
  VEEV TC-83 Vero: 0.2%
20) CCC/C=C/c1ccc(CN2C(C)C(=O)N(Cc3cn(Cc4ccco4)nn3)CCS2(=O)=O)cc1 (configuration not stated)
  VEEV TC-83 Vero: 1.0%

# Some of the entries so far, with tabs:
nr	mol	VEEV TC-83 Vero
1	COc1ccc(C(CC(=O)c2ccc3c(c2)OCO3)c2c(O)c3ccccc3oc2=O)cc1OC (configuration not stated)	i
2	O=Nc1ccc(NO)c2ccccc12	3.6%
3	O=S1c2ccccc2-c2ccccc21	3.8%
4	CN(CC1COc2ccccc2O1)C(=O)CCNS(=O)(=O)c1ccc(F)c(Cl)c1 (configuration not stated)	1.9%
5	C[C@@H]1CN([C@@H](C)CO)C(=O)CCCn2nncc2CO[C@H]1CN(C)S(=O)(=O)c1ccc(-c2ccccc2)cc1	i
6	CCCCN1C(=O)C(CC(=O)NC2CCCCC2)CC(C(=O)N(C)C)=C1C (configuration not stated)	1.0%
7	O=S(=O)(NC1CCc2ccccc21)c1ccccc1 (configuration not stated)	0.4%
8	COc1cccc(CN2CC(C(=O)N3CCSCC3)CCC2=O)c1 (configuration not stated)	0.6%
9	CC(C)=CCCC(C)=CCN1C(=O)CN(C)C1=O	0.7%
10	C[C@@H]1CN([C@H](C)CO)S(=O)(=O)c2ccc(C#Cc3cccc(F)c3)cc2O[C@@H]1CN(C)C(=O)CN1CCOCC1	5.3%
11	CCOC(=O)CN1CCC(C2(c3cc4ccccc4[nH]3)OCCO2)CC1	i
12	Cc1cc(C(=O)COC(=O)Cc2c(F)cccc2Cl)c(C)n1C	i
13	COc1ccc(C(C)(C)C)cc1NC(=O)CN(C)C1=NS(=O)(=O)c2ccccc21	1.3%
14	CC(=O)N(CC#CCN(C(C)=O)c1ccccc1)c1ccccc1	3.5%
15	Cc1ccccc1CN1C[C@H]2CON(C)[C@H]2C[C@H]1c1cccc(Br)c1	0.5%
16	Cc1cccc(C)c1NC(=O)CN(c1c(C)cccc1C)S(C)(=O)=O	i
17	C[C@H]1CN([C@@H](C)CO)S(=O)(=O)c2ccc(Br)cc2O[C@@H]1CN(C)Cc1cccc(F)c1	39%
18	O=C1C2CCN(CC2)C1(CO)CO	i
19	CCC(C)C(=O)C(=O)N1CCC(n2nccc2NC(=O)CCOc2ccccc2)CC1 (configuration not stated)	0.2%
20	CCC/C=C/c1ccc(CN2C(C)C(=O)N(Cc3cn(Cc4ccco4)nn3)CCS2(=O)=O)cc1 (configuration not stated)	1.0%

# Entries from the list above that have bromine:
15) Cc1ccccc1CN1C[C@H]2CON(C)[C@H]2C[C@H]1c1cccc(Br)c1
  VEEV TC-83 Vero: 0.5%
17) C[C@H]1CN([C@@H](C)CO)S(=O)(=O)c2ccc(Br)cc2O[C@@H]1CN(C)Cc1cccc(F)c1
  VEEV TC-83 Vero: 39%

# More results:
21) CC(C)[C@H](NC(=O)c1c(F)cccc1F)C(=O)OCC(=O)NNC(=O)c1ccccc1
  VEEV TC-83 Vero: 1.4%
22) CNC(=O)C[C@H]1C(=O)N(c2ccccc2)C[C@@H]1Cc1ccccc1
  VEEV TC-83 Vero: i
23) COc1ccc(CNC(=O)O[C@H]2C[C@@H]3C(=O)N(c4ccccc4)C(=O)[C@@H]3[C@@H]3CN(S(=O)(=O)c4ccc(C)cc4)C[C@]23O)cc1OC
  VEEV TC-83 Vero: 0.1%
24) C[C@H](CO)N1C[C@H](C)[C@@H](CN(C)C(=O)c2ccccc2)Oc2cc(C#C[C@@H](C)O)ccc2S1(=O)=O
  VEEV TC-83 Vero: 2.6%
25) COc1ccccc1CN(C)C(=O)c1cc(S(=O)(=O)N2CCCCCC2)ccc1OC
  VEEV TC-83 Vero: 7.5%
26) O=S(=O)(c1cccnc1)N1CCCC(Nc2ccc(F)c(F)c2)C1 (configuration not stated)
  VEEV TC-83 Vero: i
27) CCc1nc2c(=O)[nH]cnc2o1
  VEEV TC-83 Vero: i
28) O=C(c1cccs1)N1CCN(Cc2nc(-c3ccccc3)no2)CC1
  VEEV TC-83 Vero: i
29) COc1ccc(C(=O)N2CCN(c3nc4cc(C)cc(C)c4cc3C#N)CC2)cc1
  VEEV TC-83 Vero: 8.3%
30) O=c1[nH]nc(-c2cc(-c3ccccc3)nc3ccccc23)o1
  VEEV TC-83 Vero: 3.1%

31) COc1ccc(C(C)=O)cc1CON=C1CSCc2ccccc21
  VEEV TC-83 Vero: 5.8%
32) O=C(c1ccoc1)N1CCN(c2cc(-c3cccnc3)nc3cc(-c4cccc(Cl)c4)nn23)CC1
  VEEV TC-83 Vero: 9.6%
33) C/C=C/c1cnc2c(c1)C(=O)N([C@H](C)CO)C[C@@H](C)[C@@H](CN(C)C(=O)NC1CCCC1)O2
  VEEV TC-83 Vero: i
34) COCCN(C(=O)c1ccco1)c1nc(-c2ccc(OC)cc2)cs1
  VEEV TC-83 Vero: 6.5%
35) C[C@@H]1CN([C@@H](C)CO)C(=O)CCCn2nncc2CO[C@@H]1CN(C)C(=O)c1ccncc1
  VEEV TC-83 Vero: 0.6%
36) COc1ccc(OC)c(NS(=O)(=O)c2ccc3[nH]c(=O)[nH]c3c2)c1
  VEEV TC-83 Vero: 0.4%
37) COc1cc(C(=O)NCCC(=O)NCc2cccs2)cc(OC)c1OC
  VEEV TC-83 Vero: i
38) Fc1ccc(-c2nc3ccc(Br)cn3c2Cc2ccccc2)cc1
  VEEV TC-83 Vero: 3.5%
39) COc1ccc(CNC(=O)C2CCN(S(=O)(=O)c3ccc(N4CCCC4=O)cc3)CC2)cc1
  VEEV TC-83 Vero: 1.4%
40) COc1ccc(NC(=O)N(C)C[C@@H]2OCc3cn(nn3)CCCC(=O)N([C@H](C)CO)C[C@H]2C)c(OC)c1
  VEEV TC-83 Vero: 0.7%

41) O=C(N/N=C/c1ccc(N2CCOCC2)s1)c1ccc(O)cc1
  VEEV TC-83 Vero: 1.8%
42) COc1cc(C)ccc1OCc1cc(C(=O)NC(c2ccccn2)C(F)(F)F)no1 (configuration not stated)
  VEEV TC-83 Vero: i
43) COc1ccc(NC(=O)CCCOc2ccc(C)cc2)cc1S(=O)(=O)N1CCCCC1
  VEEV TC-83 Vero: 13%
44) COc1ccc(OCc2nnc(SCC(=O)Nc3oc(C)c4c(C)n[nH]c(=O)c34)n2C)cc1
  VEEV TC-83 Vero: i
45) NC(=O)C(CCc1nc2ccccc2[nH]1)NS(=O)(=O)c1ccccc1 (configuration not stated)
  VEEV TC-83 Vero: i
46) CC(=O)c1ccc(OCC(=O)Nc2nnc(C3CC3)s2)cc1
  VEEV TC-83 Vero: 0.4%
47) O=C(Nc1cc(F)ccc1F)c1ccc2c(=O)n3c(nc2c1)CCC3
  VEEV TC-83 Vero: 4.0%
48) Cc1ccc(-n2c(=S)[nH]c3ccc(C)cc3c2=O)cc1
  VEEV TC-83 Vero: 0.2%
49) COc1cc(C2Oc3ccccc3C=C2[N+](=O)[O-])cc(OC)c1OC (configuration not stated)
  VEEV TC-83 Vero: ?
50) CC(=O)c1ccc(OCC(=O)N(C)C2CCS(=O)(=O)C2)cc1 (configuration not stated)
  VEEV TC-83 Vero: 0.7%

51) COc1ccc(NC(=O)N(C)[C@H]2C[C@H]3c4[nH]c5ccccc5c4CCN3C(=O)[C@H]2CO)cc1
  VEEV TC-83 Vero: 1.8%
52) CCN(CC)CCN(C(=O)c1ccc2c(c1)CCCC2)c1nc2c(OC)cccc2s1
  VEEV TC-83 Vero: 4.2%
53) Cc1ccc([C@H]2N[C@]3(CCCN(Cc4ccc(F)cc4)C3=O)[C@H]3C(=O)N(C)C(=O)[C@@H]23)cc1
  VEEV TC-83 Vero: 0.7%
54) O=C(NCc1nnnn1-c1ccc(Cl)cc1)C1CC(=O)N(c2ccc(F)cc2)C1 (configuration not stated)
  VEEV TC-83 Vero: 0.7%
55) CCCCN1C(=O)C(CC(=O)NC2CCCC2)CC(C(=O)N(C(C)C)C(C)C)=C1C (configuration not stated)
  VEEV TC-83 Vero: i
56) C[C@@H]1CN([C@@H](C)CO)S(=O)(=O)c2ccc(C#CC(C)(C)O)cc2O[C@H]1CN(C)C(=O)C1CCCCC1
  VEEV TC-83 Vero: 6.5%
57) COc1cc(OC)c(NC(=O)CC2SC(N)=NC2=O)cc1Cl (configuration not stated)
  VEEV TC-83 Vero: 0.8%
58) CCOC(=O)C(C(=O)OCC)C(=O)c1cccc2ccc3ccccc3c12
  VEEV TC-83 Vero: i
59) CC(=O)c1cc2c(cc1NC(=O)CSc1nnc(C3CC3)n1C)OCO2
  VEEV TC-83 Vero: 3.1%
60) O=C1CCCC(=O)N1CCCCCCN1C(=O)CCCC1=O
  VEEV TC-83 Vero: i

61) C[C@H](NC(=O)c1ncn2c1C(=O)N(C)CC2)C(=O)OC(C)(C)C
  VEEV TC-83 Vero: 0.8%
62) CCc1cc(-c2nnn(CCC3COCCO3)c2CC)ccc1-c1cn(Cc2ccccc2)nn1 (configuration not stated)
  VEEV TC-83 Vero: 24%
63) Cc1ccn(CC(=O)N2CCCC(N3CCN(c4cccc(C(F)(F)F)c4)CC3)C2)n1 (configuration not stated)
  VEEV TC-83 Vero: 0.6%
64) COc1ccc(C(=O)NCCCC2CCCC2)cc1OC1CCN(C(C)C)CC1
  VEEV TC-83 Vero: i
65) CC(C)CC1NC(=O)c2cc3ccccc3cc2-n2c1nc1ccc(F)cc1c2=O (configuration not stated)
  VEEV TC-83 Vero: 12%
66) O[C@@H]1C[C@H](c2ccc(Cl)cc2)N(Cc2cccs2)C[C@H]1n1cc(C2CC2)nn1
  VEEV TC-83 Vero: i
67) O=C(O)c1ccc(CNC(=O)c2ccc(S(=O)(=O)N3CCCC3)cc2)cc1
  VEEV TC-83 Vero: i
68) COc1ccc(CN2C(=O)C(CC(=O)NCCCN(C)C)CC(C(=O)N(C(C)C)C(C)C)=C2C)cc1 (configuration not stated)
  VEEV TC-83 Vero: i
69) CCC[C@H]1CN(c2ccc(OC)cc2)C(=O)[C@@H]1CC(=O)Nc1ccccc1
  VEEV TC-83 Vero: i
70) CCn1nc(/C=C/c2ccccc2)nc2c(=O)n(C)c(=O)nc1-2
  VEEV TC-83 Vero: i
71) Cc1ccc(S(=O)(=O)N2C[C@H]3C(=O)C[C@@H](c4cccc(Cl)c4)N(S(=O)(=O)c4ccc(C)cc4)[C@H]3C[C@H]2c2ccccc2)cc1
  VEEV TC-83 Vero: i
72) O=C(COc1ccc(Cl)cc1Cl)NCCN1CCCCC1
  VEEV TC-83 Vero: i
73) CC1(CSc2ccccc2)CC(=O)N1 (configuration not stated)
  VEEV TC-83 Vero: 0.9%

# High-throughput results: PubChem BioAssay, Southern Research Specialized Biocontainment Screening Center
